NPSR antag = neuropeptide S receptor (human) antagonism, cAMP | CHO-NPSR cells, cAMP TR-FRET, antagonist mode | Potency, µM (series often up to 38.3 µM), without a hit: top-dose activity change, negative = inhibition, hits mostly inhibitors | 220,000 tested, 1% active | AID 1461; note: % is set by controls: 0 for no effect and ±100 for the full control effect; nearly all actives have a fitted effect of over 50% in size; many of its hits are not listed in these tables
Target sequence (Q6W5P4 whole entry, looked up): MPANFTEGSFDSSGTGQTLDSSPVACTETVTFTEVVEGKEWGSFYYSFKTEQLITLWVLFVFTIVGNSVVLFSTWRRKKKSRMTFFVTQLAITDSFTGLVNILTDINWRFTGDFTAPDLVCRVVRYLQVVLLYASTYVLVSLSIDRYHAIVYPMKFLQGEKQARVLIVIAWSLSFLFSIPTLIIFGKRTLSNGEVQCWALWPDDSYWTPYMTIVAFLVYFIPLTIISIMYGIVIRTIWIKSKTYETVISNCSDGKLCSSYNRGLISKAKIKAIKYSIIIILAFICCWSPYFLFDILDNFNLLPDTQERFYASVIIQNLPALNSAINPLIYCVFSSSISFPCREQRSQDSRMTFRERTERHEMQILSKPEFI
SMN2 splice enh = SMN2 splice variant enhancement; HEK293 SMN2-luciferase splicing reporter, luminescence, 30-36 h; Potency, µM (series often up to 46.1 µM), without a hit: top-dose activity change, positive = activation, most hits filed as activators; 210,000 tested, 2.8% active; AID 1458; note: % of control where 0% means no effect; nearly all actives have a fitted effect of over 55% in size
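HEK293 cells carry an SMN2 minigene-luciferase reporter in which exon 7 inclusion puts luciferase in frame. Cells were seeded at 2000 cells/well, attached for 10-12 hours, then exposed to compounds for 30-36 hours at 37C before ONE-Glo luminescence.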
JMJD2E inh = blocks human JMJD2E demethylase activity; 230,000 tested, 1.6% active; Potency, µM (series often up to 57.1 µM), inactives show top-dose activity change, negative = inhibition, hits mostly inhibitors; JMJD2E catalytic domain, FDH-coupled NADH fluorescence (FDH is formaldehyde dehydrogenase); B2RXH2; active = well fitted inhibition curve with a large enough effect, not every such curve was filed as active; inconclusive = small, poorly fitted or top-dose-only effect, or another doubt; inactive = no such curve, though single readings can be large or run the other way;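 note: 0% = wells with enzyme and -100% = buffer wells without enzyme; nearly all actives have a fitted effect of over 50% in size; many of its hits are not listed in these tables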
Target sequence (B2RXH2 1-337 limits assumed): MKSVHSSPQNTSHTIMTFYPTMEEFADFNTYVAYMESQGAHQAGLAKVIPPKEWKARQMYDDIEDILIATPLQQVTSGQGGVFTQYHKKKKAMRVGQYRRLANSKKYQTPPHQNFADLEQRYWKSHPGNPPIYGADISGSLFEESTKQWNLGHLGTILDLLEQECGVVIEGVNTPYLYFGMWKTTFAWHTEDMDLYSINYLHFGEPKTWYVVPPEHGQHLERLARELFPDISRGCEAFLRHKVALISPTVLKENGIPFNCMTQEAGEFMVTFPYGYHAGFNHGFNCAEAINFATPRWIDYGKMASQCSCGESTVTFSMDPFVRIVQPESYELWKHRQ
GoLoco inh red = RGS12 GoLoco-Gai1 interaction inhibition; P63096; Gai1:RGS12 GoLoco peptide FP, rhodamine, 10 min; Potency, µM (titrated, usually from 61.6 µM), for inactives: at the highest dose activity, negative = inhibition, usual class: inhibitors; 230,000 tested, 0.44% active; AID 880; active = well fitted inhibition curve with a large enough effect, not every such curve was filed as active; inactive = no such curve, though single readings can be large or run the other way; note: % is set by controls: 0 for no effect and ±100 for the full control effect; nearly all actives have a fitted effect of over 30% in size; many of its hits are not listed in these tables
Target sequence (P63096 whole entry, looked up): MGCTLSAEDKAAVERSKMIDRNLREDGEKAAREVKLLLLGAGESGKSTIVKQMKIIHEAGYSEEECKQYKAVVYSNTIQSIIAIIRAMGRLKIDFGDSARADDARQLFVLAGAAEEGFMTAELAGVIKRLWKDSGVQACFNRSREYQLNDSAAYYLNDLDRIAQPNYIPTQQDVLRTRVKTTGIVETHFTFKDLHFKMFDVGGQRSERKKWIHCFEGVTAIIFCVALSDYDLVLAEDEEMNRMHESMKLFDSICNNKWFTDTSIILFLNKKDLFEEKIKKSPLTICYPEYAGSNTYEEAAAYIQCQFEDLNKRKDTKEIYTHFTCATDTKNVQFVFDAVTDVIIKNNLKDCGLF
IMPase Li inh = cell-permeable IMPase inhibitors with lithium potentiation. CHO-M1 cells, IP1 TR-FRET (IP-One), carbachol + lithium. Potency, µM (series often up to 59.4 µM), for the others: at the highest dose activity, negative = IMPase inhibition, most hits filed as inhibitors. 210,000 tested, 0.35% active;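 note: IP1 builds up when IMPase is blocked and the TR-FRET signal falls; plate controls were basal vehicle for no effect and high inhibitor control for full effect; nearly all actives have a fitted effect of over 50% in size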
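CHO cells stably expressing M1 receptor (2000/well, cultured 16–30 h) treated 30 min at 37C with compound plus low lithium. Cytosolic IP1 by TR-FRET (665/620 ratio and 620 channel) after 10 min lysis; AC50 by Hill fit.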
Epigenetic derep = regulators of epigenetic silencing causing reporter derepression in mouse cells; AID 1865; 280,000 tested, 0.2% active; Potency, µM (titrated, usually from 53.9 µM), inactives show top-dose GFP activation, most hits filed as activators; murine LDR cells, GFP reporter derepression, 30 h; note: % of control where 0% means no effect; nearly all actives have a fitted effect of over 60% in size
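Readout is the number of GFP-expressing murine LDR cells, counted by cytometry following washing. Cells were treated with compound for 30 h at 37 C; the stably integrated CMV-GFP locus is normally silent.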
Luc counter = counter-screen: inhibitors of Kinase-Glo firefly luciferase. Potency, µM (top dose mostly 38.3 µM), without a hit: at the highest dose activity change, negative = inhibition, most hits filed as inhibitors. Kinase-Glo luciferase, ATP luminescence, 8 min. 200,000 tested, 0.28% active; note: % is set by controls: 0 for no effect and ±100 for the full control effect; nearly all actives have a fitted effect of over 60% in size
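Inhibition of Kinase-Glo luciferase light generation was assessed at 10 uM ATP in pH 7.2 imidazole buffer, with luminescence measured after eight minutes at ambient temperature.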
RECQ1 helicase = inhibitors of human RECQ1 DNA helicase; Potency, µM (titrated, usually from 57.3 µM), inactives show top-dose activity, negative = inhibition, actives largely listed as inhibitors; AID 2549; P46063; 240,000 tested, 0.54% active; RECQ1 DNA unwinding, red fluorescence kinetic read;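 note: plate controls were vehicle for no effect and no enzyme for full effect; nearly all actives have a fitted effect of over 30% in size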
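RECQ1T1 50 nM; forked duplex (20 bp + 30-nt ss tails) 200 nM, ATP 2 mM final; pH 8.0, 2 mM MgCl2, 2.5 ug/ml poly(dI-dC); 15 min compound preincubation; discontinuous kinetic read over 2 h at RT.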
Active calls of the source: *; i = inactive; ? = inconclusive; · = not tested or not shown; [ ] = another dose, or the depositor's remark. Unless noted, calls come from the whole dose curve; as a rule, active = well fitted curve in the direction sought with a large enough effect; inconclusive = small, poorly fitted or top-dose-only effect, or another doubt; inactive = no such curve, though single readings can be large; an effect the other way counts as inactive or inconclusive. Potency is the fitted concentration of half-maximal effect. An excerpt; count on the stated rates, not on these rows.

SMILES	NPSR antag	SMN2 splice enh	JMJD2E inh	GoLoco inh red	IMPase Li inh	Epigenetic derep	Luc counter	RECQ1 helicase
COCCN(C(=O)CCC(=O)Nc1nccs1)C(C(=O)NC(C)(C)C)c1ccc(Cl)cc1 (stereo unspecified)	0%	·	1%	4%	37%[activator]	-0.1%	-1%	2%
CCCCSc1nc2c(cnn2-c2ccc(Cl)cc2)c(=O)[nH]1	?	-19%	-1%	8%	-3%	-0.9%	1%	-1%
O=c1cc(CSc2ccc(Cl)cc2)nc2nc[nH]n12	-19%[46.1 µM]	-7%	-23%	12%	-3%[38.3 µM]	-8.2%	0%	-10%
Cc1csc(NC(=O)c2sc3nc(-c4cccs4)ccc3c2N)n1	11%[46.1 µM]	-5%	?	7%	?	?	-3%	-6%
Cc1nc(-c2cn[nH]c2-c2ccc(O)cc2O)cs1	13%	-19%	1%	8%	0%	1.0%	3%	-1%
CC(NCc1cc(Br)ccc1OCC(=O)NCc1ccccc1)c1ccccc1 (stereo unspecified)	?	-99%[inhibitor]	4%	16%	26%	-5.8%	-4%	i
CCOc1ccc2nc(N3CCC(C(=O)N4CCN(C5CCCCC5)CC4)CC3)sc2c1	2%	-16%	6%	-24%	4%	2.0%	-1%	-8%
O=C(CN(Cc1ccc(F)cc1)C(=O)c1ccco1)NCc1ccc(F)cc1	-14%[46.1 µM]	-16%	6%	-7%	3%	-2.2%	2%	i
CC(C)N(C(=O)Nc1ccc2nsnc2c1)C(C)C	-8%	3%	1%	-7%	1%	4.3%	-2%	i
O=C(N/N=C/c1ccc([N+](=O)[O-])o1)c1cn2ccc3ccccc3c2n1	-29%	·	8%	11%	·	2.1%	·	-5%
CN(c1cccc(NC(=O)COc2ccc(Cl)cc2Cl)c1)S(C)(=O)=O	-16%[46.1 µM]	30%	-11%	13%	-5%	-2.0%	1%	-7%
Cc1ccccc1C(=O)N1CCN(c2ccc([N+](=O)[O-])c(N3CCOCC3)c2)CC1	-14%[46.1 µM]	-9%	3%	8%	-7%[38.3 µM]	-1.4%	-1%	9%
CCOC(=O)N1CCN(C(=O)/C=C/c2ccc([N+](=O)[O-])cc2)CC1	0%	-2%	0%	-9%	9%	-0.1%	0%	-8%
CCOc1ccc(N(CC(=O)NCC(C)C)S(C)(=O)=O)cc1	4%[46.1 µM]	-11%	4%	3%	1%[38.3 µM]	-0.7%	1%	-4%
COc1ccc(C(=O)Nc2cccnc2)cc1C(=O)Nc1cccnc1	13%	-9%	9%	-8%	1%	-2.1%	-2%	-4%
Cc1cc(C)c(S(=O)(=O)Nc2ccc(O)cc2)c(C)c1	-6%[46.1 µM]	-21%	4%	-4%	-7%[38.3 µM]	-1.2%	-4%	-9%
COc1ccc(C(=O)C2CCCN(C(=O)c3cccnc3SC)C2)c(C)c1 (stereo unspecified)	5%	·	3%	-5%	6%	0.0%	0%	-11%
O=C(CSc1ccc([N+](=O)[O-])cc1)NCC1CCCCC1	-18%	2%	7%	-2%	-3%	1.5%	-2%	-3%
COc1ccccc1CN1C(=O)[C@@H]2C(CCC(N)=O)NC3(C(=O)Nc4c3ccc(Cl)c4C)[C@@H]2C1=O (stereo partly specified)	-4%[46.1 µM]	-2%	11%	5%	10%[38.3 µM]	-1.5%	1%	-5%
CCOc1ccc(/C=N/NC(N)=S)cc1	-10%[46.1 µM]	10%	-3%	-3%	-4%	0.0%	-1%	-9%
Cc1ccc(NC(=O)C(=S)NCc2ccco2)cc1	-13%[46.1 µM]	17%	13%	1%	-3%[38.3 µM]	0.0%	0%	7%
CCC(C)(C(=O)NC1CCCCC1)N(Cc1ccco1)C(=O)CNC(=O)c1ccccc1 (stereo unspecified)	-11%[46.1 µM]	6%	11%	-11%	7%[38.3 µM]	6.2%	5%	-8%
COc1ccc(/C=C/C(=O)c2ccc(OC)cc2OC)c(OC)c1	47%	·	-2%	0%	19%	1.5%	·	-21%
O=C(O)c1cc(N/N=C/c2ccncc2)ccc1Cl	12%	·	-7%	4%	·	1.2%	·	-7%
COc1ccc(N2CCCn3c2nc2c3c(=O)n(Cc3ccc(C)cc3)c(=O)n2C)c(OC)c1	-41%	-20%	71%[activator]	1%	1%	2.4%	-1%	-2%
C=C(C)c1cccc(C(C)(C)NC(=O)NCCN(CC)CC)c1	10%	7%	6%	6%	7%	1.1%	-3%	-8%
CN(C)CCNC(=O)/C=N/O	19%	9%	3%	7%	-1%	1.1%	5%	-1%
Clc1ccc(-c2cc(CSc3cccc(Cl)c3)on2)cc1	-14%[46.1 µM]	-18%	2%	0%	6%[38.3 µM]	0.0%	-2%	i
CCC1=C2CC[C@H]3C(=O)N(CC)C(=O)[C@H]3[C@H]2[C@@]2(Cc3ccccc3)C(=O)N(CC3CC3)C(=O)N2C1=O	·	1%	-6%	5%	3%	-1.1%	-2%	i
Cc1cc(C(=O)NNC(=O)C2CCCC2)c(C)o1	7%	9%	11%	7%	6%	3.4%	1%	-8%
COC(=O)c1nc2nc(C)cc(C(F)(F)F)n2n1	3%[46.1 µM]	12%	1%	-9%	1%[38.3 µM]	-0.4%	3%	-5%
NS(=O)(=O)c1ccc(N=Nc2nc3[nH]c(=O)[nH]c(=O)c3[nH]2)cc1	·	-16%[9.22 µM]	·	-11%[14.2 µM]	15%	·	-9%[7.66 µM]	·
CC(C)(C)c1cc(NC(=O)COc2ccc(Br)cc2)n(-c2ccccc2)n1	-18%[46.1 µM]	-22%	-10%	0%	43%[activator][38.3 µM]	-2.3%	-2%	?
CCN(Cc1cnn(C)c1)Cc1nc(C2(c3ccc(C)cc3)CCCC2)no1	36%	·	14%	5%	10%	-1.5%	4%	i
CC(C)(O)C1Cc2cc(/C=C/C(=O)O)c(O)cc2O1 (stereo unspecified)	-11%	·	?	28µM*	11%	12%	-6%	-6%
O=C(CCS(=O)(=O)c1cccc2nsnc12)NCc1ccccc1Cl	-5%[46.1 µM]	?	-3%	-4%	14%[38.3 µM]	2.0%	-2%	-4%
COc1cccc(C2C3=C(N=c4s/c(=C\c5ccccc5O)c(=O)n42)c2ccccc2CC3)c1OC (stereo unspecified)	-12%	-22%	-10%	6%	9%	?	0%	0%
COc1cccc([C@@H]2Oc3ccc(Br)cc3[C@H](O)[C@H]2O)c1	·	-19%	4%	0%	-5%	0.0%	-2%	5%
O=S(=O)(c1ccc(NC(=S)N/N=C/c2cccc(Oc3ccccc3)c2)cc1)N1CCOCC1	-16%	-4%	4%	13%	9%	2.6%	1%	21%
O=C(Oc1cccc2c(=O)[nH]ccc12)c1ccccc1	-2%[46.1 µM]	-10%	-4%	10%	-4%[38.3 µM]	0.1%	-7%	-2%
Cc1oc(-c2cccs2)nc1CN1CCC(c2ccccc2)CC1	?	·	?	24%	·	3.5%	·	-1%
COc1ccc(N2CCN(Cc3cc(=O)oc4c3ccc3ccccc34)CC2)cc1	-15%[46.1 µM]	-14%	-2%	2%	-3%[38.3 µM]	-4.2%	-6%	-3%
c1ccc(Cn2nnnc2C(c2ccccc2)N2CCN(c3nc4ccccc4s3)CC2)cc1 (stereo unspecified)	-24%[46.1 µM]	-39%[inhibitor]	4%	4%	19%[38.3 µM]	-2.9%	4%	-19%
Cc1cccc(NC(=O)c2ccc(CN3CCN(Cc4ccccc4)CC3)cc2)c1	9%	·	40%[activator]	-8%	19%	1.7%	1%	i
COc1ccc(NC(=O)CC2C(=O)N(C)C(=S)N2Cc2ccncc2)cc1 (stereo unspecified)	14%	-12%	-2%	-21%	9%	-0.1%	1%	i
COc1cc(/C=N/N=C2/C(=O)Nc3ccccc32)cc(OC)c1O	-39%	20%	-10%	-14%	39%[activator]	-0.3%	-15%	-4%
O=C1c2ccccc2C(=O)N1CCCCN(C(=O)c1ccc([N+](=O)[O-])cc1)c1ccc(Cl)cc1	?	-33%[inhibitor]	-3%	2%	12%[38.3 µM]	2.7%	0%	i
O=C(Cc1ccccc1)N1CCC(c2nc3ccccc3[nH]2)CC1	-4%[46.1 µM]	26%	8%	-2%	21%[38.3 µM]	0.0%	-2%	-1%
CCCCC(=O)Nc1cc(OCC)c(NC(=O)c2ccccc2[N+](=O)[O-])cc1OCC	0%[46.1 µM]	-6%	6%	-3%	4%[38.3 µM]	-1.4%	-8%	-15%
CCOC(=O)C(C)(C)N(Cc1cccc(C)c1)S(=O)(=O)c1ccc(Cl)c([N+](=O)[O-])c1	?	-24%	-1%	1%	14%	-1.0%	0%	-13%
CN(C)CC(O)COc1cccc(OCC(O)CN(C)C)c1 (stereo unspecified)	3%[46.1 µM]	2%	4%	3%	-3%[38.3 µM]	-0.4%	-1%	10%
COc1ccccc1CNC(=O)COC(=O)/C=C/c1cccs1	10%	-3%	-1%	-7%	0%	1.0%	3%	-5%
COc1ccc(N=C/C=C2\C=C(c3ccccc3)OC(C)(C)O2)cc1	-20%[46.1 µM]	?	-16%	8%	22%	?	-4%	-3%
CCOC(=O)c1c(NC(C)=O)sc2c(O)cccc12	-19%[46.1 µM]	0%	-18%	-5%	-9%[38.3 µM]	7.9%	-2%	-10%
Cc1cc(C(=O)Nc2ccc(F)cc2C)n(-c2ccccc2)n1	18%	·	1%	3%	·	2.1%	·	-5%
CCCCNC(=O)C1CCCN1C(=O)NC1CCCCC1 (stereo unspecified)	?	3%	1%	5%	-4%	0.1%	0%	-1%
CN(C)C=Nc1c(C(=O)c2ccccc2)sc2nccc(N(C)C)c12	-7%	-14%	?	11%	5%	-12%	0%	2%
O=C(O)c1cccnc1SCc1cn2cc(Cl)ccc2n1	-28%	·	?	1%	·	1.1%	·	15%

3 of these compounds, reformatted.
SMILES: CCOc1ccc(/C=N/NC(N)=S)cc1
  NPSR antag: -10%[46.1 µM]
  SMN2 splice enh: 10%
  JMJD2E inh: -3%
  GoLoco inh red: -3%
  IMPase Li inh: -4%
  Epigenetic derep: 0.0%
  Luc counter: -1%
  RECQ1 helicase: -9%
SMILES: Cc1ccc(NC(=O)C(=S)NCc2ccco2)cc1
  NPSR antag: -13%[46.1 µM]
  SMN2 splice enh: 17%
  JMJD2E inh: 13%
  GoLoco inh red: 1%
  IMPase Li inh: -3%[38.3 µM]
  Epigenetic derep: 0.0%
  Luc counter: 0%
  RECQ1 helicase: 7%
SMILES: CCC(C)(C(=O)NC1CCCCC1)N(Cc1ccco1)C(=O)CNC(=O)c1ccccc1 (stereo unspecified)
  NPSR antag: -11%[46.1 µM]
  SMN2 splice enh: 6%
  JMJD2E inh: 11%
  GoLoco inh red: -11%
  IMPase Li inh: 7%[38.3 µM]
  Epigenetic derep: 6.2%
  Luc counter: 5%
  RECQ1 helicase: -8%

Screening results from PubChem BioAssay.
